# TAAR1 antag – human TAAR1 antagonism; Q96RJ0; actives 1.5% (n = 360,000); AID 624466; inhibition, % at 3 µM; CHO RD-HGA16 TAAR1, Fluo-8 calcium fluorescence, antagonist;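 active means inhibition above a per-plate cutoff, the mean inhibition of test compounds on that plate plus 3 SD, cut at about 49% in these data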;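 further: 0% = DMSO plus EC80 beta-PEA response and 100% = DMSO alone without agonist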
#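 Assay system: RD-HGA16 CHO cells with stable hTAAR1 and Gα16 / Reagent: EC80 β-phenethylamine stimulus / Doses: 3 µM, single point / Timing: dye loading 75 min at 37 °C, then 30 min room temperature / Measured by: Fluo-8 intracellular calcium dye fluorescence, real-time kinetic reads / Controls: vehicle wells and EC80 agonist wells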
# CHO parental Ca – counter-screen for OX1R antagonists: effect in parental CHO cells; parental CHO-K1, ATP-induced calcium, Fluo-8 fluorescence; inhibition, % at 5.6 µM; actives 0.63% (n = 330,000);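 active means inhibition above that plate's mean sample inhibition plus 3 SD, cut at about 26% in these data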;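 further: 0% = ATP-challenged DMSO wells and 100% = DMSO wells without ATP; some compounds past the cut are filed as inactive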
#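 Material: Parental CHO cells | Reagent: ATP | Compound dosing: Single nominal dose of 5.6 µM per compound | Detection: Intracellular calcium via Fluo-8 no-wash fluorescent dye | Read-out: % inhibition of ATP-induced calcium mobilization | Benchmarks: Low control ATP plus DMSO, high control DMSO only | Replicates: Singlicate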
# CHO-K1 Ca PAM – M1 PAM counterscreen hit in parental CHO-K1 cells. ATP EC20, Fluo-8 calcium fluorescence; 0% at ATP EC20, 100% at ATP max. activation, % at 3 µM. actives 0.02% (n = 360,000). AID 602247;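 active means activation above the run cutoff, the mean activation of all test compounds plus 3 SD, cut at about 40% in these data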;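 further: peak over basal fluorescence ratio in a 140 s read after ATP addition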
# CHO-K1 Ca antag – counter-screen for M1 antagonists: effect in parental CHO-K1 cells; AID 602250; inhibition, % at 3 µM; ATP-induced calcium, Fluo-8 fluorescence; actives 0.6% (n = 360,000);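 active means inhibition above a per-plate cutoff, the plate's mean sample inhibition plus 3 SD, cut at about 24% in these data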;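 further: 0% = DMSO plus EC80 ATP and 100% = DMSO alone without ATP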
# OXTR potentiator – human OXTR potentiation. CHO-OTR cells, Fluo-8 calcium fluorescence, potentiator mode; 0% = oxytocin EC15, 100% = EC100. activation, % at 3 µM. actives 0.061% (n = 320,000);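 active means activation above that plate's cutoff, the mean activation of tested compounds plus 3 SD, cut at about 6.6% in these data, passing the limit was not always enough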;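 further: 100% uses oxytocin at 75 nM as the full agonist control; some results filed as inactive read as strong as hits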
#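 System: human OTR in CHO cells; Also added: sub-maximal oxytocin, roughly EC15; Timing: compound 6 min at room temperature before oxytocin, 100 s read; Technique: Fluo-8 intracellular calcium fluorescence, ex 470-495, em 515-575 nm; Controls: oxytocin EC15 low and EC100 high; Replication: singlicate.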
# M1 ag – human M1 muscarinic receptor agonism; AID 588814; actives 0.33% (n = 360,000); activation, % at 3 µM; CHO-K1 hM1, Fluo-8 calcium fluorescence, agonist mode; 0% DMSO, 100% acetylcholine EC100; P11229;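 active means activation above the run's mean compound activation plus 3 SD, cut at about 16% in these data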;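 further: peak over basal fluorescence ratio within a 140 s kinetic read after compound addition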
# Target sequence (P11229 whole entry, looked up): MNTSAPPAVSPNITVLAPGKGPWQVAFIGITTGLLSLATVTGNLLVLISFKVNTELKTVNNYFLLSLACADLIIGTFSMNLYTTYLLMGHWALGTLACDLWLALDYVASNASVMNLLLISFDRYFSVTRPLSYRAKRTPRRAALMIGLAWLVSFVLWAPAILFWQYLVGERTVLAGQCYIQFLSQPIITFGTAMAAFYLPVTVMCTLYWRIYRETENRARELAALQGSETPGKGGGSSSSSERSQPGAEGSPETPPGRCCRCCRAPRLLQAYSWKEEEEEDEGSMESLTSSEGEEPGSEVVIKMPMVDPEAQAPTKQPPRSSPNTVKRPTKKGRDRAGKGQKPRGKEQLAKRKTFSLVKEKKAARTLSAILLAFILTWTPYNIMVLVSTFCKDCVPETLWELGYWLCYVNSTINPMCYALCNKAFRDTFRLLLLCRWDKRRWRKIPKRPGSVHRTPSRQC
# CHO-K1 Ca ag – nonselective activator or artifact in parental CHO-K1 cells; actives 0.48% (n = 360,000); Fluo-8 calcium fluorescence; scaled to maximal ATP response, vehicle zero; activation, % at 3 µM; in the data active means activation above about 15%;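 further: untransfected CHO-K1 host cells lacking M1 receptor as counterscreen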
# V1aR counter – counter-screen for oxytocin receptor agonists: human V1a receptor agonists; P37288; CHO-V1R cells, Fluo-8 calcium fluorescence, agonist mode; 0% DMSO, 100% 3 nM vasopressin; activation, % at 3 µM; actives 0.25% (n = 320,000); AID 2797;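 active means activation above the mean activation of all tested compounds plus 3 SD, per screening run, cut at about 20% in these data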;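 further: signal is peak over basal fluorescence ratio across a 100 second FLIPR read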
# Target sequence (P37288 whole entry, looked up): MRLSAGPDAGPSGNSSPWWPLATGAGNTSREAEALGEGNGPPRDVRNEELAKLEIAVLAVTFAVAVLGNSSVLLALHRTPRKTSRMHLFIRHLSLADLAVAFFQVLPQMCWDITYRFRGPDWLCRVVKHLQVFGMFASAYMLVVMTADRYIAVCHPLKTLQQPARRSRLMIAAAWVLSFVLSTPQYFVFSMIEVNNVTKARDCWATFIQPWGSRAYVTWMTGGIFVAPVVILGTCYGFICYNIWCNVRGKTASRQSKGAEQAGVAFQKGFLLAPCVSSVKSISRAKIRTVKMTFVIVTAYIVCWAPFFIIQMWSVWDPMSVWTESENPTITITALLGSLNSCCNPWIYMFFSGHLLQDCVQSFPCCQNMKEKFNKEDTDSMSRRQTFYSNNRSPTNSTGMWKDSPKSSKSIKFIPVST
# TAAR1 ag – agonists of human TAAR1 | activation, % at 3 µM | actives 0.99% (n = 360,000) | CHO RD-HGA16 TAAR1, Fluo-8 calcium fluorescence; vehicle wells 0%, saturating PEA agonist 100%;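 active means activation above the mean activation of all test compounds in the run plus 3 SD, cut at about 38% in these data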
#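 System: CHO RD-HGA16 cells carrying human TAAR1 plus Gα16; Incubation: 17-24 h seeding, 75 min 37 °C dye, 30 min RT; Measured by: Fluo-8 fluorescence, 5 s baseline then 140 s kinetic read; Control set: DMSO and PEA EC100; Replication: single well for each compound.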
# Numbers without * were called inactive; x = no result given. Outcome played no part in choosing rows. About 3.3% of those tested had a hit in this group.
entry	SMILES	TAAR1 antag	CHO parental Ca	CHO-K1 Ca PAM	CHO-K1 Ca antag	OXTR potentiator	M1 ag	CHO-K1 Ca ag	V1aR counter	TAAR1 ag
1	CCOc1ncccc1C(=O)OCC(=O)Nc1cccc(C(C)=O)c1	-9	-13	15	-19	0	-3	2.2	-0.3	10
2	O=C(Nc1ccc(N2CCOCC2)cc1)Nc1cnsn1	6	14	9	-2	-1	-1	1.1	2.0	9
3	C[C@H](CO)N1C[C@H](C)[C@@H](CN(C)C(=O)c2ccc(F)cc2)Oc2cc(Br)ccc2S1(=O)=O	3	x	5	-5	x	-6	0.2	x	0
4	CCOC(=O)Cn1c(C)[n+](CC(=O)c2ccccc2)c2ccccc21	-7	-5	11	-2	-7	-5	-0.3	1.2	14
5	N=C(N)Sc1nc(N2CCCCC2)nc(N2CCCCC2)n1	-25	-3	15	-12	0	-1	0.2	0.2	10
6	O=C(Nc1ccc2c(c1)OCCO2)C1CC(c2ccc(F)cc2)=NO1 (configuration not stated)	-2	-7	13	-9	-9	-4	12	2.1	12
7	COc1cccc(-n2c(CNC(=O)OC(C)(C)C)n[nH]c2=S)c1	-11	2	6	-11	-2	0	0.1	0.6	12
8	COc1ccccc1C=NN=C(N)C(N)=NN=Cc1ccccc1OC	-2	x	5	-10	x	-3	0.7	x	0
9	COc1ccc(OC)c(NC(=O)c2cccc(Cn3cc(Br)c([N+](=O)[O-])n3)c2)c1	11	-9	4	2	-12	-8	1.0	-0.1	2
10	CC(=O)Nc1sc2c(c1C(c1ccccn1)N1CCN(C)CC1)CCCC2 (configuration not stated)	-7	-7	-7	1	-4	-5	0.4	0.4	7
11	O=C(c1c(Cl)cccc1Cl)N1CCCCCC1	5	-2	24	-11	-3	-2	1.2	0.7	11
12	O=C(COc1ccc2ccccc2c1)NCCc1ccc2c(c1)OCCO2	-23	-15	13	-5	-15	-8	5.5	4.8	6
13	O=C(c1ccc(CNS(=O)(=O)c2ccccc2)cc1)N1CCN(c2ccccn2)CC1	17	-10	17	-8	-3	1	3.1	2.8	18
14	Cc1ccc(NC(=O)CNc2ccccc2N2CCCC2=O)cc1S(=O)(=O)N1CCCCC1	6	-21	11	-10	-8	-7	1.6	1.8	1
15	Cn1nc(C(F)(F)F)c(-c2cccc(C(F)(F)F)c2)c1NC(=O)Nc1ccc(F)cc1	-1	18	-25	33*	-15	3	15*	14	5

# Continuation.
entry	SMILES	TAAR1 antag	CHO parental Ca	CHO-K1 Ca PAM	CHO-K1 Ca antag	OXTR potentiator	M1 ag	CHO-K1 Ca ag	V1aR counter	TAAR1 ag
16	COc1cccc2c(=O)c(C(=O)NCCc3ccccc3)c[nH]c12	-6	x	15	-8	x	-1	2.6	x	4
17	COc1ccc(C(=O)Nc2ccc(C(=O)NCCc3ccccc3)cc2)cc1	2	0	-13	5	2	-1	0.5	1.1	11
18	O=C(O)CCn1cc(/C=C/C(=O)c2ccc(Cl)cc2)c(-c2ccc(Br)cc2)n1	-3	-15	10	-4	-2	-11	-0.1	0.4	-2
19	Cc1ccc(OC/C(=N\O)C(C)(C)C)c([N+](=O)[O-])c1	-11	-33	4	-1	-2	-10	0.6	0.0	1
20	COc1ccc(C(=S)N2CCOCC2)cc1OC(=O)c1ccc([N+](=O)[O-])cc1	-3	-1	15	-17	-7	-6	2.8	1.6	1
21	O=C(Nc1ccc2c(c1)OCO2)C1CC1	-10	-9	-12	-9	-2	-2	0.2	-0.3	-2
22	Cc1ccccc1OCCN(C#N)c1nc(N(C)C)nc(N(C)C)n1	-2	-24	-5	-11	-3	-4	1.1	1.4	6
23	Cc1cc(C)cc(NC(=O)CN2C(=O)C3CC=CCC3C2=O)c1 (configuration not stated)	-25	-3	-8	-7	-6	-2	-0.3	-0.4	-1
24	COc1ccccc1-c1c(C#N)c(N)nc2c1CCC2	7	-11	19	-7	-4	-4	0.9	-0.1	0
25	COc1ccc(NS(=O)(=O)c2ccc(N)c(C(=O)O)c2)cc1	-19	-7	3	-1	-15	-1	-0.2	0.5	15
26	COc1cccc(/C=N\NC(=O)C2C(=O)NCC2c2ccccc2)c1O (configuration not stated)	-10	-13	23	-15	-8	-4	1.1	0.1	3
27	COCCN(CC(=O)Nc1cc(Cl)ccc1-n1cncn1)Cc1nc2ccccc2c(=O)[nH]1	13	-25	9	-8	-6	-5	0.8	0.3	6
28	Clc1ccc(SCCOCCN2CCc3ccccc3C2)cc1	-7	-18	1	12	2	-14	0.4	1.7	38*
29	Cc1ccc(NS(=O)(=O)c2ccc(C(=O)N3CCCCCCC3)cc2)cc1	18	-1	9	-1	-14	14	11	15	54*
30	CN(C)S(=O)(=O)N1CCC(Oc2cccc(C(=O)N3CCCCCC3)c2)CC1	-27	-12	-2	-1	-3	1	3.7	4.9	0

# 7 records picked at random from those above, as already listed:
entry	SMILES	TAAR1 antag	CHO parental Ca	CHO-K1 Ca PAM	CHO-K1 Ca antag	OXTR potentiator	M1 ag	CHO-K1 Ca ag	V1aR counter	TAAR1 ag
26	COc1cccc(/C=N\NC(=O)C2C(=O)NCC2c2ccccc2)c1O (configuration not stated)	-10	-13	23	-15	-8	-4	1.1	0.1	3
21	O=C(Nc1ccc2c(c1)OCO2)C1CC1	-10	-9	-12	-9	-2	-2	0.2	-0.3	-2
22	Cc1ccccc1OCCN(C#N)c1nc(N(C)C)nc(N(C)C)n1	-2	-24	-5	-11	-3	-4	1.1	1.4	6
28	Clc1ccc(SCCOCCN2CCc3ccccc3C2)cc1	-7	-18	1	12	2	-14	0.4	1.7	38*
29	Cc1ccc(NS(=O)(=O)c2ccc(C(=O)N3CCCCCCC3)cc2)cc1	18	-1	9	-1	-14	14	11	15	54*
17	COc1ccc(C(=O)Nc2ccc(C(=O)NCCc3ccccc3)cc2)cc1	2	0	-13	5	2	-1	0.5	1.1	11
24	COc1ccccc1-c1c(C#N)c(N)nc2c1CCC2	7	-11	19	-7	-4	-4	0.9	-0.1	0

# Other entries.
entry	SMILES	TAAR1 antag	CHO parental Ca	CHO-K1 Ca PAM	CHO-K1 Ca antag	OXTR potentiator	M1 ag	CHO-K1 Ca ag	V1aR counter	TAAR1 ag
31	O=C(c1ccncc1)N1CCN(c2ccc(F)cc2)CC1	6	-11	13	-9	-6	-2	0.7	-0.6	2
32	CCOc1ccc(NC(=O)NC(C)CC)cc1 (configuration not stated)	13	2	3	4	4	-6	-0.6	-0.5	1
33	CCC(Sc1nc2c(cnn2-c2ccccc2)c(=O)[nH]1)C(=O)OC (configuration not stated)	-19	-14	9	8	-2	-5	0.3	-1.0	-2
34	CCCN1Cc2cccc(C(=O)Nc3cc(OC)cc(OC)c3)c2C1=O	-1	-15	11	-5	0	-4	0.6	-0.5	15
35	CCOc1ccc(NC(=O)CCN2C(=O)c3cccc([N+](=O)[O-])c3C2=O)cc1	-3	x	5	-1	x	-5	-0.1	x	0
36	CC1CCCC(NC(=O)COC(=O)COc2cccc(F)c2)C1C (configuration not stated)	-3	-1	7	-10	-4	-3	0.3	0.0	4
37	COc1ccc(C(=O)NNC(=O)C(=O)Nc2ccc(C)c(Cl)c2)cc1	-6	-6	-1	-8	-22	-2	0.9	0.5	3
38	C/C(=N\NC(=O)c1c(Cl)c(C)nn1C)c1ccc(NC(=O)c2ccncc2)cc1	-5	-8	7	9	-7	-6	0.5	1.0	5
39	CCc1nccn1S(=O)(=O)c1cc(C)c(OC)cc1C	3	-10	17	-8	1	-6	0.6	0.0	4
40	COc1cccc(-c2nc(CS(=O)(=O)CC(=O)NC3CC3)c(C)o2)c1	-8	-8	22	-14	0	-2	2.2	0.3	3
41	Cc1[nH]c2ccc(Br)cc2c(=S)c1C/C=C/Cl	-12	-16	-24	22	0	0	0.5	0.4	11
42	COc1ccc(NC2CCCN(C(=O)c3ccc4[nH]c(C)c(C)c4c3)C2)cc1 (configuration not stated)	-18	-24	-7	6	-6	2	0.3	0.5	2
43	FC(F)C(F)(F)C1=CC(c2cccs2)=NCCN1	0	-4	21	-10	-2	-3	0.6	1.1	12
44	O=c1cc(CSc2nnc(C3CC3)n2Cc2ccccc2)nc2sccn12	-5	3	0	-9	-8	-6	0.0	-0.2	0
45	Cc1ccc(NC(=S)N2CCN(c3ccccn3)CC2)c(C)c1	1	-4	4	2	-19	-7	0.7	0.5	3

# New compounds follow:
entry	SMILES	TAAR1 antag	CHO parental Ca	CHO-K1 Ca PAM	CHO-K1 Ca antag	OXTR potentiator	M1 ag	CHO-K1 Ca ag	V1aR counter	TAAR1 ag
46	Cc1nn(C)cc1C=NCCOCc1ccccc1	7	-1	20	-21	-10	-1	0.6	-0.1	44*
47	COc1cc(OC)c(N(C)C(=O)c2cc3c(s2)-c2ccccc2S(=O)(=O)C3)cc1Cl	33	-9	6	-8	-4	12	0.1	0.3	6
48	Cc1sc(NC(=O)c2ccco2)nc1-c1ccccc1	6	-14	15	-3	-5	-1	0.2	1.8	3
49	O=c1sc(Nc2ccccc2)nc2ccsc12	6	-15	3	-3	-1	-6	-0.1	-0.2	3
50	C/C=C1\NC(=O)[C@H](CC(N)=O)N(C)C(=O)C([C@@H](C)O)NC(=O)C(CCCc2ccc(OC)cc2)NC(=O)[C@H](C(C)C)NC(=O)/C(=C\C)NC(=O)[C@H](O)[C@@H](C[C@@H](O)CCCCCCC)NC(=O)[C@H](C)NC(=O)CN(C)C(=O)[C@H](CCC(N)=O)NC1=O (some centres not stated)	11	x	2	-8	x	-11	0.0	x	3
51	COc1ccc(OC)c(NC(=S)NCCCN2CCOCC2)c1	-30	-6	-2	10	-4	-5	0.0	0.1	1
52	O=C(c1cc2cc(Cl)ccc2oc1=O)N1CCCC1	5	-10	11	0	2	-2	0.4	0.9	-2
53	CCOc1ccc(C(=O)N2CCN(CCc3ccccc3)CC2)cc1OCC	-37	-16	21	-15	-6	-7	0.9	-0.7	1
54	Cn1cc(CCC(=O)NCCCc2ccccc2)c2ccccc21	-15	-12	-1	-7	-14	-4	0.3	-1.1	-3
55	O=C(CSC1CCCCC1)Nc1nccs1	-4	-17	23	-21	-6	-3	1.8	1.6	14
56	CC(C)C[C@H](NC(=O)c1nc[nH]c1C(=O)NCc1ccc(CNC(=O)OC(C)(C)C)cc1)C(=O)OC(C)(C)C	16	-15	21	-29	-13	-1	-0.2	0.6	3
